TbREL1 inh: TbREL1 inhibition, primary screen. inhibition, % at 9.66 µM. P86926. 89,000 tested, 0.49% active. TbREL1 RNA ligation, FRET fluorescence;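 active = inhibition above the mean inhibition across all screened compounds plus 3 SD, cut at about 11% in these data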;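 note: 0% = plate median of test wells and 100% = NSC42067 control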
Target sequence (P86926 whole entry, looked up): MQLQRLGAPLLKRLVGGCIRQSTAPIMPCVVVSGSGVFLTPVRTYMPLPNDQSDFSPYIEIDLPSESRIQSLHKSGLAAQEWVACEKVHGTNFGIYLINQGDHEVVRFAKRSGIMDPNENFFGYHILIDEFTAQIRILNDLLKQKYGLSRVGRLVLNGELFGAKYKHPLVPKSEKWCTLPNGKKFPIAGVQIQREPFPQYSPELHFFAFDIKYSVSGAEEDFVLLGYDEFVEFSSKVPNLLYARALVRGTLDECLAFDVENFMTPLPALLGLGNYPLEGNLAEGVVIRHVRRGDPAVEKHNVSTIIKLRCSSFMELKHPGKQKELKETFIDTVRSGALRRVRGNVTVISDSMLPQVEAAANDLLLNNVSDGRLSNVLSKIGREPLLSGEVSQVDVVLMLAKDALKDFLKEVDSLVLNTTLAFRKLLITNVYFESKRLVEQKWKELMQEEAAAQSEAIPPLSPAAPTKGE
* marks the source's active call; other numbers are inactive results.

Preview:
SMILES	TbREL1 inh
O=C(Nc1nncs1)c1cc(S(=O)(=O)N2CCCCC2)ccc1Cl	2
O=C(Nc1ccccc1-c1nc2ccccc2s1)c1ccco1	3
COc1ccc(Cl)cc1NC(=O)CCc1nc(-c2ccccc2F)no1	1
Cc1ccc2c(c1)c1c(n2C)C(=O)CCC1	6
COc1ccc(S(=O)(=O)Nc2cccc3ccc(O)cc23)cc1	-1
CS(=O)(=O)c1cnc(-c2ccccc2)nc1-c1ccc(Cl)c(Cl)c1	-5

All compounds of this part, previewed entries included:
SMILES	TbREL1 inh
O=C(Nc1nncs1)c1cc(S(=O)(=O)N2CCCCC2)ccc1Cl	2
O=C(Nc1ccccc1-c1nc2ccccc2s1)c1ccco1	3
COc1ccc(Cl)cc1NC(=O)CCc1nc(-c2ccccc2F)no1	1
Cc1ccc2c(c1)c1c(n2C)C(=O)CCC1	6
COc1ccc(S(=O)(=O)Nc2cccc3ccc(O)cc23)cc1	-1
CS(=O)(=O)c1cnc(-c2ccccc2)nc1-c1ccc(Cl)c(Cl)c1	-5
CC(Oc1ccc2ccccc2c1)C(=O)NNC(=S)NC(=O)c1ccco1 (stereo unspecified)	-1
COc1ccc(CSc2nc(C)cc(C)c2C#N)cc1	2
CCc1nc2ccc(C(=O)NCCc3ccc(OC)cc3)cc2nc1CC	0
CN(C)CCCNc1cc(C(C)(C)C)nc2c(-c3ccccc3)cnn12	4
CN=C(NC1CCCCC1)c1ccc(Cl)cc1	2
CCCc1nc(-c2cc3cc(C)ccc3[nH]c2=O)no1	-3
c1ccc(CN2CCN(c3nc4ccccc4n4cnnc34)CC2)cc1	-1
COc1ccc(C(=O)Nc2ccc3c(c2)C(=O)c2ccccc2C3=O)cc1OC	0
OC[C@@H]1CCCN1Cc1cn(-c2ccccc2)nc1-c1ccc2c(c1)OCO2	0
O=C(C1=C[C@H](C2CCCCC2)C[C@H](OCc2ccc(CO)cc2)O1)N1CCN(Cc2ccccc2)CC1	-2
C[C@H]1[C@@H](OC(=O)NCc2cccnc2)CC[C@@]23CCCN2C(=O)CCC[C@@H]13	1
CSc1ccccc1NC(=O)COC(=O)c1ccccc1Cc1ccccc1	0
CCC(=O)NC(c1cc(Cl)c2ccccc2c1O)C(C)C (stereo unspecified)	-5
CCCCn1c(SCC(=O)Nc2cc(C)[nH]n2)nc2ccsc2c1=O	-1
CC(C)c1ccc(CNC(=O)CSCC(=O)Nc2ccc3ccccc3c2)cc1	-1
O=C1C(c2ccncc2)=C(O)c2ccccc21	-1
Cc1nc(NC(=O)COC(=O)CCS(=O)(=O)c2ccccc2Cl)c(Cl)cc1Cl	0
CSCC(=O)NC1CCCc2c1cnn2-c1cc(F)cc(F)c1 (stereo unspecified)	-6
O=C(C1CCN(S(=O)(=O)Cc2ccccc2)CC1)N1CCCc2ccccc21	-2

Sorted by formula weight (rising): part of the list above.
SMILES	TbREL1 inh
CN=C(NC1CCCCC1)c1ccc(Cl)cc1	2
CCCc1nc(-c2cc3cc(C)ccc3[nH]c2=O)no1	-3
CCC(=O)NC(c1cc(Cl)c2ccccc2c1O)C(C)C (stereo unspecified)	-5
OC[C@@H]1CCCN1Cc1cn(-c2ccccc2)nc1-c1ccc2c(c1)OCO2	0
Cc1nc(NC(=O)COC(=O)CCS(=O)(=O)c2ccccc2Cl)c(Cl)cc1Cl	0

Next compounds:
SMILES	TbREL1 inh
Cc1ccc(S(=O)(=O)N2CCCC(C(=O)Nc3cccnc3)C2)cc1 (stereo unspecified)	3
COc1ccc(C(CNC(=O)Cc2ccc3ccccc3c2)N(C)C)cc1 (stereo unspecified)	0
O=C(NCCc1ccc(F)cc1)c1ccc2c(c1)ncn2C1CCCCC1	0
O=S1(=O)CC(N2CCC(c3ccccc3)CC2)CN1C1CCCCC1 (stereo unspecified)	-1
COC1=CC(=O)c2nc(Cl)ccc2C1=O	20*
Cc1onc(-c2ccccc2)c1C(=O)Nc1ccncc1	1
COc1ccc(-c2csc(NC3OC(=O)c4ccccc43)n2)cc1 (stereo unspecified)	-2
COc1cc(C(=O)NNC(=O)COc2ccc(C)cc2)ccc1OCC(=O)N1CCOCC1	0
Cc1c(NC(=O)C(C)N2C(=O)C3C4C=CC(C4)C3C2=O)c(=O)n(-c2ccccc2)n1C (stereo unspecified)	1
COc1ccc(C(=O)Nc2ccccc2C(N)=O)cc1	-1
CN(C=C1C(=O)CC(C)(C)CC1=O)CCN1CCNCC1	-2
NS(=O)(=O)c1ccc(CNC(=O)c2ccc(Cl)c([N+](=O)[O-])c2)cc1	0
CCOc1ccc(NC(=O)COC(=O)CC2CC3CCC2C3)cc1 (stereo unspecified)	4
O=C(NC1CCCCCC1)c1ccc(=O)n(Cc2ccccc2)n1	3
CCCCc1nnc(NC(=O)CSc2nc(O)c(-c3ccccc3)c(=O)[nH]2)s1	2
O=C(NCc1ccc(F)cc1)c1cccc(S(=O)(=O)N2CCOCC2)c1	6
O=C(O)c1ccc(Cl)c(S(=O)(=O)Nc2ccc(OCc3ccccc3)cc2)c1	4
COC(=O)CC1C(=O)NCCN1C(=S)Nc1cc(C)cc(C)c1 (stereo unspecified)	-2
COc1cccc(/C=N/NC(=O)c2ccoc2C)c1	1
Cn1c(N)c(C(=O)COc2ccc(Cl)cc2Cl)c(=O)n(C)c1=O	-5
COc1ccc(-n2nc(C(N)=O)c(O)cc2=O)cc1	5
COc1cc(OC)c(S(=O)(=O)N2CCCCC2)cc1S(=O)(=O)N1CCCCC1	-3
Cc1nnc(NC(=O)Nc2ccc(Cl)c(Cl)c2)s1	2
COc1cc(SC)ccc1C(=O)NNC(=O)c1cc(C)oc1C	0
COc1ccccc1N1CCN(C(=O)CSc2nc3ccccc3nc2N2CCC(C)CC2)CC1	-1
(continued)
SMILES	TbREL1 inh
Cc1csc(-c2nc3ccccc3n2C(C(=O)NC(C)(C)C)c2cc3ccccc3o2)c1 (stereo unspecified)	2
CCOC(=O)C1CCN(C(=O)c2ccccc2Oc2ccccc2)CC1	-3
Cc1ccc(NC(=O)c2ccc(CS(=O)(=O)Cc3ccccc3C)o2)cc1C	-3
COc1ccc(NC(=O)N2c3ccccc3CC2C)cc1OC (stereo unspecified)	4
CCOC(=O)/C(=C/c1ccc(F)cc1)NC(C)=O	4
CCOC(=O)C1(C)CCN1C(=O)c1ccc(N(C)C)cc1 (stereo unspecified)	-5
CCOC(=O)N1CCN(S(=O)(=O)c2ccc3c(c2)CCN3C(=O)C2CC2)CC1	0
COC(=O)c1sc(NC(=O)CSc2nnc(C(C)C)n2C)nc1C	1
Cc1cccc(NC(=O)c2sc3nc(-c4ccc(F)cc4)cn3c2C)n1	6
O=C(CSCc1ccccc1Br)N/N=C/c1ccc2c(c1)OCO2	2
CC(C)C(=O)NC(=S)Nc1ccccn1	0
CCN(Cc1ccccc1)C(=O)CN1C(=S)NC(C)(C)CC1C (stereo unspecified)	-2
CN(C)C(=O)CSc1nc(-c2cccs2)c(-c2cccs2)[nH]1	-1
COc1ccc(-c2cc(C(F)(F)F)n3nc(C(=O)O)cc3n2)cc1OC	2
COc1ccccc1-c1csc2ncnc(Sc3nnnn3C)c12	1
CC(SCc1ccccc1)C(=O)N/N=C/c1ccc2c(c1)OCO2 (stereo unspecified)	2
CC(C)(C)c1ccc(C(=O)OCC(=O)Nc2sc3c(c2C#N)CCC3)cc1	-1
C[C@@]12CCC=C[C@H]1[C@H](c1ccc(/C=C/c3ccccc3)cc1F)N(Cc1ccccc1)C2=O	-1
COc1ccccc1OCc1ccc(C(=O)NCc2ccco2)o1	5
CN(C)S(=O)(=O)c1ccc(Cl)c(C(=O)Nc2cccc([N+](=O)[O-])c2)c1	0
O=C(Cc1ccc(Br)cc1)OCC(=O)c1ccc[nH]1	1
CCC1CCCCN1C(=O)CSc1nnc(CNC(=O)c2cc(OC)c(OC)c(OC)c2)o1 (stereo unspecified)	-4
O=P(Cc1ccncc1)(c1ccccc1)c1ccccc1	3
CC(C)NC(=S)N/N=C/C1=CCC2CC1C2(C)C (stereo unspecified)	-1
COc1cccc(NC(=O)NC2CCCCCCC2)c1	-3
Next entries
SMILES	TbREL1 inh
CCCc1cc(=O)[nH]c(SCCOc2ccc(OCC)cc2)n1	-2
COc1cc(CC(=O)NCC(C)(C)N2CCOCC2)cc(OC)c1OC	-2
CCOC(=O)c1ccc(NC(=O)c2nc[nH]c2C(=O)NCCCNC(=O)c2[nH]cnc2C(=O)Nc2ccc(C(=O)OCC)cc2)cc1	4
COc1ccc(S(=O)(=O)N2CCOCC2)cc1NC(=O)CCc1cc(OC)c(OC)c(OC)c1	0
C/C=C(\C)C(=O)O[C@H](c1cc2ccc(=O)oc2cc1OC)[C@@H](O)C(C)(C)O	-3
CCOC(=O)CSc1nc(C)cc(C)n1	-1
CC(C)c1ccc(NS(=O)(=O)c2ccc(Cl)nc2)cc1	0
Clc1ccc(-n2nnnc2SCc2c(-c3ccccc3)nc3sccn23)cc1	-1
COc1cc2c(cc1OC)CN(C(=O)COc1ccc(C#N)cc1)CC2	-3
CC(CCc1ccco1)NC(=O)Cn1ncc2c1-c1ccccc1OC2 (stereo unspecified)	-3
CC(C)NC(=O)CC(=O)N/N=C/c1ccc(F)cc1	2
COc1ccc(C(C(=O)Nc2ccc(C(C)C)cc2)N(C)C(=O)CNC(C)=O)cc1 (stereo unspecified)	-1
COc1ccc(-c2cn(Cc3ccc4c(c3)C(=O)c3ccccc3C4=O)nn2)cc1	0
Cc1ccc(OCCCC(=O)Nc2ccc3c(c2)OCCO3)cc1	-1
O/N=C1/CCc2nonc2/C1=N/O	2
O=C(NCCCN1CCCC1=O)c1cc(S(=O)(=O)N2CCOCC2)ccc1Cl	1
COc1ccc(C(C)(C)C)cc1S(=O)(=O)n1ccnc1C	0
COc1cccc(CNC(C)(C)CO)c1OCc1ccc(Cl)cc1	4
CC(C)N1C(=O)C2C(c3ccccc3O)NC(C)(C(=O)O)C2C1=O (stereo unspecified)	2
Cc1cccc2cc(CN(CCN(C)C)C(=S)NCc3ccco3)c(=O)[nH]c12	-2
COCCCNC(=S)N1CCN(c2nc(-c3ccccc3)cs2)CC1	-5
C#CCNC(=O)C[C@@H]1C(=O)N2CCCC3=C2[C@@]1(C(=O)OC)CCCC3	0
O=C(Nc1c(Cl)cc(Cl)cc1C(=O)NCC1CCCO1)c1ccco1 (stereo unspecified)	2
Cc1cccc(-n2c(=S)[nH]c3nc4c(cc3c2=O)COC(C)(C)C4)c1	-4
Cc1ccccc1-c1nc(S(=O)(=O)c2ccc(Cl)cc2)c(NCCN2CCOCC2)o1	-2
O=C1CCCC2=C1C(c1cccs1)Nc1ccc3ncccc3c12 (stereo unspecified)	2
COc1cc2c(cc1OC)C(c1cccnc1)CC(=O)N2 (stereo unspecified)	2
Cc1ccc(S(=O)(=O)N(C)C[C@H]2OCCCC[C@H](C)Oc3ccc(NC(=O)Nc4cccc5ccccc45)cc3C(=O)N([C@@H](C)CO)C[C@H]2C)cc1	-3
Cc1ccc(NC(=O)Cc2ccc(OC(F)F)cc2)c(S(=O)(=O)N2CCOCC2)c1	-4
Cc1nc(S(=O)(=O)N(C)c2ccccc2)c(C#N)c(C)c1Cl	1

Reformatted as labelled records: entries from further up
CCOC(=O)c1ccc(NC(=O)c2nc[nH]c2C(=O)NCCCNC(=O)c2[nH]cnc2C(=O)Nc2ccc(C(=O)OCC)cc2)cc1
- TbREL1 inh = 4

COc1ccc(C(C(=O)Nc2ccc(C(C)C)cc2)N(C)C(=O)CNC(C)=O)cc1 (stereo unspecified)
- TbREL1 inh = -1

COCCCNC(=S)N1CCN(c2nc(-c3ccccc3)cs2)CC1
- TbREL1 inh = -5

O=C1CCCC2=C1C(c1cccs1)Nc1ccc3ncccc3c12 (stereo unspecified)
- TbREL1 inh = 2

Five entries picked at random from those above:
SMILES	TbREL1 inh
Clc1ccc(-n2nnnc2SCc2c(-c3ccccc3)nc3sccn23)cc1	-1
Cc1ccc(S(=O)(=O)N(C)C[C@H]2OCCCC[C@H](C)Oc3ccc(NC(=O)Nc4cccc5ccccc45)cc3C(=O)N([C@@H](C)CO)C[C@H]2C)cc1	-3
O=C(NCCCN1CCCC1=O)c1cc(S(=O)(=O)N2CCOCC2)ccc1Cl	1
C#CCNC(=O)C[C@@H]1C(=O)N2CCCC3=C2[C@@]1(C(=O)OC)CCCC3	0
CC(C)N1C(=O)C2C(c3ccccc3O)NC(C)(C(=O)O)C2C1=O (stereo unspecified)	2

Screens as filed in PubChem BioAssay.

This is a subset; rates above refer to the full screens.
